# ADAM17 inh = ADAM17 inhibitors, primary screen, biochemical, QFRET; Disintegrin and metalloproteinase domain-containing protein 17 (Homo sapiens), P78536; recombinant ADAM17, EDANS/DABCYL FRET peptide cleavage; inhibition, % at 6.95 µM; 370,000 tested, 0.83% active;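 active = inhibition above the mean of compounds lying between control limits plus 3 SD, set per campaign, cut at about 8.5% in these data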;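 note: 0% = DMSO-only wells as the low control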
# MBD2 DNA inh = inhibitors of MBD2 binding to methylated DNA, primary screen, biochemical, TR-FRET, DNA-binding domain, human; Methyl-CpG-binding domain protein 2 (Homo sapiens), Q9UBB5; MBD2 binding to methylated oligonucleotide; inhibition, % at 4.4 µM; AID 686964, 2013; 370,000 tested, 0.31% active; in the data active = inhibition above about 13%
# Target sequence (Q9UBB5 whole entry, looked up, the tested form may be a part): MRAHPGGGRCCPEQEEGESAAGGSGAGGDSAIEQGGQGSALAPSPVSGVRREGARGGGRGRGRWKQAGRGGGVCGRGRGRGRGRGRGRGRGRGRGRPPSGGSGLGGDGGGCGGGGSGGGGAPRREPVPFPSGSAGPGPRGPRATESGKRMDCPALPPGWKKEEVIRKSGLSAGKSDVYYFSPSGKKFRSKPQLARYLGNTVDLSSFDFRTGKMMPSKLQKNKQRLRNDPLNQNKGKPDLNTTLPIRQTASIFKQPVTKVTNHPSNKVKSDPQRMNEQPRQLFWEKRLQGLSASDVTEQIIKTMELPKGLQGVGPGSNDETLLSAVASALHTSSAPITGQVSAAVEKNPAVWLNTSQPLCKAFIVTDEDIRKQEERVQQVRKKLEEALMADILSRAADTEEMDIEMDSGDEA
# PLCb3 inh = human PLC-beta3 inhibitors, primary screen, biochemical, fluorescence; 1-phosphatidylinositol 4,5-bisphosphate phosphodiesterase beta-3 (Homo sapiens), Q01970; 370,000 tested, 0.18% active; Purified PLC-beta3, fluorogenic substrate; inhibition, % at 12.2 µM; AID 720704, 2013; in the data active = inhibition above about 11%;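 note: 0% = median of compound wells on plate and 100% = full blocker control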
# proKLK7 act = proKLK7 zymogen activators, primary screen, biochemical, fluorescence intensity; Kallikrein-7 (Homo sapiens), P49862; purified proKLK7, EDANS-DABCYL substrate fluorescence; 100% is mature enzyme control, 0% vehicle; activation, % at 7 µM; 370,000 tested, 0.9% active;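 active = activation above the mean of all tested compounds plus 3 SD, computed per campaign excluding outliers beyond control limits, cut at about 13% in these data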
# UHRF1 binding = UHRF1 methylated DNA binding inhibitors, primary screen, counter-screen for MBD2 inhibitor project, biochemical, TR-FRET, human UHRF1, single concentration. UHRF1 binding to methylated oligo. inhibition, % at 4.4 µM. 370,000 tested, 0.75% active. AID 687016, 2013; in the data active = inhibition above about 21%;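 note: UHRF1 SRA domain binding a hemimethylated CpG hairpin DNA probe; 0% = median of test compound wells and 100% = reference inhibitor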
# DDE Tn6 FP inh = inhibitors of Tn6 peptide binding to fibrin DD(E), primary screen, biochemical, fluorescence polarization, human fibrin, Tn6 probe. Fibrinogen beta chain (Homo sapiens), P02675. Fibrin DD(E) TRITC-Tn6 fluorescence polarization displacement. inhibition, % at 8.3 µM. 370,000 tested, 0.21% active;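 active = inhibition above a per-campaign cutoff: mean of compounds within control limits plus 3 SD, cut at about 15% in these data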;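 note: 0% = median of all compound wells on the plate and 100% = blocking peptide control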
# Target sequence (P02675 whole entry, looked up): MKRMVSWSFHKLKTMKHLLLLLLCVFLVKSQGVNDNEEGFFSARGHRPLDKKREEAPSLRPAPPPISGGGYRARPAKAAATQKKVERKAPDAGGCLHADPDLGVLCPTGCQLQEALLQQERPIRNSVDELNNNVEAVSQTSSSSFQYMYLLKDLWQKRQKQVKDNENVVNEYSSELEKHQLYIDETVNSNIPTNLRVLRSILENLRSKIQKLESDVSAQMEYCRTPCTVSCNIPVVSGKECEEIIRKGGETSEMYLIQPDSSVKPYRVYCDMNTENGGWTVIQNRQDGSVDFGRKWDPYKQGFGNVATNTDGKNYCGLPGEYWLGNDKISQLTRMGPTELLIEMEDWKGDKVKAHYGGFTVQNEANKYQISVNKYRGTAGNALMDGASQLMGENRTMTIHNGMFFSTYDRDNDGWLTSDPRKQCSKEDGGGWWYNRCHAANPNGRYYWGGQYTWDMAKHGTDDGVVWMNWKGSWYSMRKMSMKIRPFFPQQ
# ASAP1 inh = inhibitors of human ASAP1 ArfGAP activity, primary screen, biochemical, fluorescence polarization; 360,000 tested, 0.19% active; ASAP1-stimulated ARF1 GTP hydrolysis, GDP FP detection; Arf-GAP with SH3 domain, ANK repeat and PH domain-containing protein 1 (Homo sapiens), …; inhibition, % at 16.5 µM; in the data active = inhibition above about 25%;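 note: 0% = vehicle with enzyme and substrate and 100% = no enzyme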
# PLC-gamma1 inh = PLC-gamma1 enzyme inhibitors, primary screen, biochemical, fluorescence, purified enzyme; 1-phosphatidylinositol 4,5-bisphosphate phosphodiesterase gamma-1 (Homo sapiens), P19174; fluorogenic substrate; inhibition, % at 12.2 µM; 370,000 tested, 0.84% active; AID 720700, 2013; in the data active = inhibition above about 9.5%
# ARFGAP1 inh = inhibitors of rat ARFGAP1 GAP activity, primary screen, biochemical, fluorescence polarization, GDP tracer; Arfgap1-stimulated ARF1 GTP hydrolysis, GDP FP detection; inhibition, % at 16.5 µM; 360,000 tested, 0.26% active;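 active = inhibition above a per-plate limit, mean inhibition of low control wells plus 3 SD, cut at about 25% in these data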;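 note: 0% = DMSO wells with enzyme and 100% = wells lacking Arfgap1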
# Target sequence (Q62848 1-136 limits assumed): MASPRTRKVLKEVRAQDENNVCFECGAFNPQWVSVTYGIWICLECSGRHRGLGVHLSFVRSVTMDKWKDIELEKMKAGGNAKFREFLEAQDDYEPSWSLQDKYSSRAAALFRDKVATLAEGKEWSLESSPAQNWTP
#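 Assay system: Rat Arfgap1 GAP domain (His6, aa 1-136), purified enzyme | Buffer or medium: HEPES 25 mM pH 7.5, NaCl 150 mM, MgCl2, DTT | Schedule: GTP hydrolysis reaction 2 h at 25 °C | Signal: FP of antibody-bound GDP Alexa 633 tracer, ex 620/em 688 nm | Measure: Percent inhibition of Arfgap1-stimulated GTP hydrolysis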
# DDE Tn7 FP inh = inhibitors of Tn7 peptide binding to fibrin DD(E), primary screen, biochemical, fluorescence polarization, human fibrin, Tn7 probe | FP displacement of FITC-Tn7 peptide from fibrin DD(E); 0% = median of compound wells per plate | inhibition, % at 8.3 µM | 370,000 tested, 0.13% active | AID 720508, 2013;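 active = inhibition above the mean of compounds falling within the control limits plus 3 SD of them, cut at about 14% in these data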;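 note: 0% = plate median of compound wells and 100% = 10 µM Aha-Tn7 peptide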
#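 assay system = human clot-derived fibrin DD(E) complex | quantity = Fibrin-DD(E) at 2 µM final | timing = 10 min preincubation, 3 h with tracer, room temperature | signal = fluorescence polarization | measure = percent inhibition | benchmarks = high control wells with 10 µM unlabelled Aha-Tn7 peptide (full inhibition) | replicates = singlicate testing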
# * = called active by the depositor; i = inactive; · = no result given.
SMILES,ADAM17 inh,MBD2 DNA inh,PLCb3 inh,proKLK7 act,UHRF1 binding,DDE Tn6 FP inh,ASAP1 inh,PLC-gamma1 inh,ARFGAP1 inh,DDE Tn7 FP inh
COc1ccccc1C(C(=O)NC1CCCCC1)N(C(=O)c1csnn1)C1CC1 (configuration not stated),-0.8,2.6,-3.8,-0.1,-0.2,0.1,1.6,2.0,8.9,-2.5
c1ccc2c(Nc3nncs3)c3ccccc3nc2c1,-94.7,-4.1,-47.4,1.4,-4.1,3.5,8.2,-32.5,-16.3,0.1
COc1cccc(NC(=O)c2nnn(CCc3ccccc3)c2N)c1,0.6,-0.5,0.1,0.5,-1.9,8.1,4.7,-0.2,-6.0,3.0
CC(=O)c1c(COC(=O)c2ccco2)nc2ccccc2[n+]1[O-],-1.3,-5.9,-0.5,0.0,-2.9,0.5,-6.2,-4.5,5.2,6.0
CN(CCC#N)c1ncnc2scc(-c3ccccc3)c12,-2.5,4.0,-1.6,-0.1,-1.0,-0.1,-4.5,-1.9,-1.0,-1.0
CC(=O)Nc1cccc([N+](=O)[O-])c1,0.6,2.6,2.8,-0.4,-3.1,-0.7,-3.9,2.3,5.9,-1.1
Cc1ccc(C(=O)N2CCN(c3ccc(F)cc3)CC2)cc1S(=O)(=O)N1CCCCC1,1.0,-2.1,-2.0,1.0,-1.3,7.8,-3.5,3.0,2.8,-0.2
O=C(Nc1ccc(OC(F)(F)F)cc1)C1=NCCN1,-4.2,5.3,-0.5,0.2,1.4,2.1,-9.0,-1.7,-4.6,-2.6
COc1ccc(NCc2nnc(SCC(=O)Nc3cccc(C)c3)o2)cc1,2.8,-4.8,-1.9,-0.5,-2.4,-7.4,-12.0,-2.3,-7.6,-0.6
Cc1noc(C)c1NC(=O)Nc1ccc2c(c1)C(=O)N([C@@H](C)CO)C[C@@H](C)[C@H](CN(C)S(=O)(=O)c1ccc(F)cc1)OCCCC[C@H](C)O2,-1.4,1.0,2.2,·,1.4,4.1,·,-0.6,·,0.6
NC(=O)c1ccc(NC(=O)COC(=O)CCCc2c[nH]c3ccccc23)cc1,0.2,5.3,-2.1,0.2,-1.5,-4.9,2.3,1.0,-4.7,3.4
Cn1cc(Br)c(C(=O)Nc2c(F)c(F)c(F)c(F)c2F)n1,1.1,4.3,-2.8,-0.5,2.7,-0.8,9.5,-0.5,3.8,3.0
CCCN(CC1CC1)C(=S)NC(=O)c1cc(Br)ccc1Cl,-2.5,-6.9,-4.7,0.6,-5.7,9.9,0.1,1.1,6.4,-4.8
C/C(CC(=O)Nc1cccc(Br)c1)=N\NC(=O)c1ccc(O)cc1O,3.2,-3.3,-17.5,-0.6,1.8,-2.5,4.5,-2.4,-5.2,-6.8
O=C(CNC(=O)c1ccccc1)OCc1cc(=O)n2cc(Br)ccc2n1,-29.1,4.4,-33.5,2.7,2.2,-3.6,-1.5,-20.9,6.2,0.7
O=C(CN(C(=O)C1CSC(=O)C1)c1ccccc1F)NCc1ccc2c(c1)OCO2 (configuration not stated),-2.8,0.2,0.3,0.1,-3.0,8.2,-4.7,-1.6,4.7,-0.9
CN1CCSc2ccc(C(=O)NCc3cccc(F)c3)cc21,i,-1.3,i,49.3*,-1.8,4.1,-6.0,i,-9.3,6.9
N#CCC1c2ccccc2CCN1C(=O)Nc1ccc(C(F)(F)F)cc1 (configuration not stated),-0.6,8.3,-2.9,0.2,3.8,-6.4,-7.7,4.3,-0.6,-5.6
O=C(N/N=C/c1ccc(Cl)c([N+](=O)[O-])c1)c1ccc2nc[nH]c2c1,-1.0,1.6,2.0,0.4,3.6,-11.5,-1.0,3.2,3.2,-7.0
CC(C)(C)S(=O)N1C[C@@H]2CC(=O)C(c3ccccc3)=C2[C@H]1CCO (some centres not stated),0.4,-3.1,-1.2,0.8,2.1,4.2,1.1,-1.9,-3.6,-2.4
CCC1(c2ccccc2)C(=O)NCNC1=O,-3.0,-2.0,2.5,-0.1,6.4,3.6,7.2,2.3,-1.2,-1.6
COc1ccc(CN2C[C@H](COCc3ccccc3)Oc3cccc(F)c3S2(=O)=O)cc1,5.6,-1.5,0.9,-0.1,1.5,-6.3,0.2,1.2,13.1,-12.8
O=C(c1ccc(-c2ccccc2)cc1)N1CCN(c2ncccn2)CC1,-0.3,-1.2,-6.9,-0.1,0.6,9.2,0.6,-2.8,7.5,5.2
CCCCN1C(=O)/C(=C2/C=CC=CN2C)SC1=S,-0.9,-6.4,2.3,0.7,-11.2,5.4,-0.1,0.8,-8.4,-11.6
C=CCOc1c(Br)cc(CNc2ccc(NC(=O)C(C)C)cc2)cc1OCC,3.0,-5.3,-6.6,0.2,-1.5,-3.0,-21.0,-7.3,4.4,-11.8
SMILES,ADAM17 inh,MBD2 DNA inh,PLCb3 inh,proKLK7 act,UHRF1 binding,DDE Tn6 FP inh,ASAP1 inh,PLC-gamma1 inh,ARFGAP1 inh,DDE Tn7 FP inh
CC(OC(=O)c1ccccc1CCc1ccccc1)C(N)=O (configuration not stated),-2.0,0.5,-3.5,0.0,-2.1,6.5,1.8,1.7,0.0,8.5
CCCn1c(Nc2nc3ccccc3n2C)nc2ccccc21,-12.5,2.9,-91.8,-2.1,-5.2,1.6,8.6,-65.8,9.0,1.0
CCCCC(=O)OCC(=O)c1cc(C)n(-c2c(C)n(C)n(-c3ccccc3)c2=O)c1C,0.9,-2.3,3.9,-0.7,1.7,7.1,4.8,0.0,4.9,3.7
c1ccc(NC(=NCc2ccco2)c2ccccc2)cc1,-1.9,-2.8,1.1,-0.6,-0.6,-5.1,6.6,-3.5,0.8,-4.1
C=CCN1CC2(c3ccccc3)CN(CC=C)CC(c3ccccc3)(C1)C2=O,-4.7,0.4,-2.9,-1.0,1.9,6.9,4.3,-0.7,-9.6,-1.7
CC(C)CCn1nnnc1C(C(C)C)N1CCC(C(N)=O)CC1 (configuration not stated),-4.0,-2.8,-0.6,-0.1,-1.9,-4.8,20.6,-0.3,0.7,5.4
CC(C)CC(=O)Nc1ccc2oc(-c3cccnc3)nc2c1,-245.9,2.8,i,-4.3,-4.8,3.9,-6.5,i,6.7,0.2
CCOc1cccc(CN2CCCC(N3CCc4ccccc4C3)C2)c1O (configuration not stated),0.9,-1.3,-2.8,0.2,0.3,-6.0,-4.5,-0.6,3.5,-1.9
O=C(NNS(=O)(=O)c1ccccc1F)c1cccc(S(=O)(=O)N2CCOCC2)c1,-0.7,3.9,3.1,0.1,2.0,4.7,-2.4,-1.4,-8.8,-2.9
O=C(CNC(c1ccccc1)c1ccccc1)Nc1cc([N+](=O)[O-])ccc1Cl,3.9,-2.7,2.6,-0.4,1.8,-5.1,-2.6,6.4,1.8,-9.2
Cc1ccc(S(=O)(=O)Nc2cc(C(=O)NCCN3CCCC3)ccc2N2CCCCC2)cc1,-6.9,2.2,-9.6,0.4,-0.7,-4.3,-2.2,-4.6,-4.3,4.0
CCc1ccc(NC(=S)N(CCN(C)C)C(C)c2ccncc2)cc1 (configuration not stated),-2.3,3.5,-3.1,0.6,0.1,3.4,-1.8,-0.6,0.3,7.2
COc1ccccc1NC(=O)CN1CCN(C2c3ccccc3-c3ccccc32)CC1,-2.9,-3.8,2.3,0.2,-2.3,8.8,11.3,1.5,-2.7,-5.4
O=c1cccc(-c2ccccc2)[nH]1,-5.0,-2.5,1.8,-0.3,-0.8,-3.1,-1.6,2.8,-2.6,1.9
CN(C)c1ccc(C(=O)N2CCCC(N3CCN(Cc4ccc5c(c4)OCO5)CC3)C2)cc1 (configuration not stated),-1.2,-4.2,-5.6,-0.2,-1.0,3.2,4.6,1.1,0.8,-1.2
O=c1cc(CN2CCC3(CC2)OCCO3)c2c(ccc3ccccc32)o1,-7.6,-0.8,-13.3,-0.7,0.5,2.0,10.3,-5.6,-0.6,0.6
Cc1cc(C)n(C(=O)c2cc([N+](=O)[O-])cc([N+](=O)[O-])c2)n1,-4.3,4.4,-11.8,-1.5,0.9,-3.3,-16.2,-0.1,5.2,-0.3
Cc1cccc(NC(=O)c2ccc(OCC3CCCO3)cc2)c1C (configuration not stated),-1.0,-3.3,0.0,0.4,-1.1,5.1,-0.6,-1.8,-2.8,10.5
COc1ccc(S(=O)(=O)Nc2ccc(-n3cnnn3)cc2)cc1[N+](=O)[O-],-6.6,-1.4,-1.9,-0.4,2.6,-4.6,8.0,0.7,-8.4,-2.2
CCOc1ccc(C(CC(=O)O)NC(=O)C(Sc2ccccc2)c2ccccc2)cc1 (configuration not stated),-4.6,5.2,-10.0,0.7,3.2,-3.9,-3.0,-6.5,-4.6,6.3
Fc1ccc(NC(=S)Nc2ccccc2N2CCOCC2)cc1Cl,-9.7,7.1,-2.6,-1.1,3.4,7.4,7.6,3.0,5.3,7.3
Cc1cccc2cc(C#N)c(SCc3nnc(-c4ccccc4[N+](=O)[O-])o3)nc12,-3.9,-3.0,0.9,-0.1,0.2,0.5,-5.3,-2.6,-3.3,4.5
Cn1cc(CCC(=O)NC2CC(C)(C)Cc3c2cnn3-c2ccc(F)cc2)cn1 (configuration not stated),-2.0,4.1,-5.3,-0.2,-2.2,-7.5,0.1,-1.2,9.8,-3.7
CC[C@H](CCCc1ccc(OC)cc1)CCC(=O)N(c1ccccc1)c1ccccc1,0.3,2.7,2.5,-0.1,-3.2,-3.0,·,-1.8,·,9.5
O=C1OCCN1CCN(CN1C(=O)CCC1=O)CN1C(=O)CCC1=O,-0.5,2.0,-3.2,0.4,1.0,7.3,-4.1,0.6,-7.6,-0.7
Cc1noc(C)c1C(=O)Nc1ccc(N(C)C)cc1,0.1,0.7,-14.7,0.0,5.1,-2.5,0.2,-1.6,0.9,0.8

# Record cards (already shown). Order of screens: ADAM17 inh | MBD2 DNA inh | PLCb3 inh | proKLK7 act | UHRF1 binding | DDE Tn6 FP inh | ASAP1 inh | PLC-gamma1 inh | ARFGAP1 inh | DDE Tn7 FP inh
# CCc1ccc(NC(=S)N(CCN(C)C)C(C)c2ccncc2)cc1 (configuration not stated) in the list: -2.3 | 3.5 | -3.1 | 0.6 | 0.1 | 3.4 | -1.8 | -0.6 | 0.3 | 7.2
# Cn1cc(CCC(=O)NC2CC(C)(C)Cc3c2cnn3-c2ccc(F)cc2)cn1 (configuration not stated) in the list: -2.0 | 4.1 | -5.3 | -0.2 | -2.2 | -7.5 | 0.1 | -1.2 | 9.8 | -3.7

# High-throughput results: PubChem BioAssay, The Scripps Research Institute Molecular Screening Center
